MEKK3 PB1 HTS – modulators (inhibitors or enhancers) of MEK5 binding to human MEKK3 PB1 domain | Q99759 | binding response (% of control), % at 10 µM | bead-based flow cytometry, Alexa488-MEK5 binding to MEKK3; actives lie on both sides; 0 = blocked by unlabeled MEK5, 100 = vehicle | 290,000 compounds, 1.4% hits;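 active = binding response more than 3 SD above or below the average of its plate-row segment, actives on both sides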;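 also: Alexa488 bead fluorescence after subtracting the streptavidin-only scavenger bead signal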
Target sequence (Q99759 whole entry, looked up, the tested form may be a part): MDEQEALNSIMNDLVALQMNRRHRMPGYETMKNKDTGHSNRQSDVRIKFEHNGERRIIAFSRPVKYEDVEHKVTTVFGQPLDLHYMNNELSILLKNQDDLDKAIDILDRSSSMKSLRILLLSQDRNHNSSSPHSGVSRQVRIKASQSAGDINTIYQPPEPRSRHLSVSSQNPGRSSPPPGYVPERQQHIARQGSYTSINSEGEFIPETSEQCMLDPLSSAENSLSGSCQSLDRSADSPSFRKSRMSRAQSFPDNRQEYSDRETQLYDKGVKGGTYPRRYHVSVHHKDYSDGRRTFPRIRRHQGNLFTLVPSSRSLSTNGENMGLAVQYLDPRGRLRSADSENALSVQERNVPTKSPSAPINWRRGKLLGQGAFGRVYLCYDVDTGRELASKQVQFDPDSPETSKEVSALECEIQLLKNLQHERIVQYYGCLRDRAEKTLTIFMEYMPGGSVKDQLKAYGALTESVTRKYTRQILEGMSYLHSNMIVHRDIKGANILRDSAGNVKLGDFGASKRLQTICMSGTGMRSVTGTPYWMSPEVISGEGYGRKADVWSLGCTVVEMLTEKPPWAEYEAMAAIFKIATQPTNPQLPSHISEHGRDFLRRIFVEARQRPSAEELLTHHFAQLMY
SUMO HTRF inh – SUMOylation inhibition. AID 2006. inhibition, % at 35 µM. HTRF SUMOylation assay, SAE1/SAE2 + UBC9, in vitro. 290,000 compounds, 0.36% hits; in the data active = inhibition above about 50%, passing the limit was not always enough; also: strong numbers were not always called active
Target sequence (P63279 whole entry, looked up): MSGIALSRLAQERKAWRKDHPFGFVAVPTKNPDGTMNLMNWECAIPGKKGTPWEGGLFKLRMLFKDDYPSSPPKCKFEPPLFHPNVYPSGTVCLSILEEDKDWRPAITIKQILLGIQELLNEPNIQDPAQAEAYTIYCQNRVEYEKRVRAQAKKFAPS
FID counter – fluorescent intercalator displacement, NS3 helicase counter-screen. 290,000 compounds, 0.17% hits. inhibition, % at 7.9 µM. AID 1845. DNA fluorescent intercalator displacement, fluorescence; in the data active = inhibition above about 37%;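 also: 0% = vehicle and 100% = reference compound; higher means more ethidium bromide displaced from hairpin DNA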
HCV NS3 hel inh – HCV NS3 helicase inhibition. NS3 helicase DNA unwinding, Cy5 molecular beacon fluorescence. inhibition, % at 10.9 µM. 290,000 compounds, 0.56% hits. AID 1800;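 active = inhibition above the mean of all tested compounds plus 3 SD, set per campaign, cut at about 35% in these data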;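 also: 0% = DMSO wells and 100% = thioflavine S control wells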
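System: HCV NS3 helicase fragment; control set: DMSO and thioflavine S; technique: Cy5 fluorescence at 0 and 60 min, beacon hairpin quenching; reagent: beacon DNA duplex substrate plus ATP; replicates: singlicate; schedule: 1 h reaction at 25 °C, ATP-initiated; medium: MOPS buffer pH 6.5 with MgCl2, DTT, Tween20, BSA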
CRFR2-BP antag – antagonists of CRF-binding protein/CRF-R2 receptor complex; HEK293 CRF-R2/CRF-BP, CRF-induced calcium fluorescence; 350,000 compounds, 0.59% hits; inhibition, % at 11.8 µM;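 active = inhibition of the ligand-induced calcium signal above about 50% at the single tested concentration, limit read from the data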
MEKK2wt PB1 HTS – raises or lowers MEK5 binding to wildtype human MEKK2 PB1 domain. bead flow cytometry, Alexa488-MEK5 binding to MEKK2 WT; actives lie on both sides. Q9Y2U5. AID 1531. binding response (% of control), % at 10 µM. 290,000 compounds, 1.1% hits; in the data active = binding response below about 67% or above about 130%
GalR3 antagonist – human GalR3 antagonism. O60755. HEK293 GalR3-CNG cAMP membrane potential fluorescence; galR3 body fused to GalR1 C-terminus. inhibition, % at 3 µM. 360,000 compounds, 0.44% hits;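 active = inhibition above the screen-wide average plus 3 SD, cut at about 13% in these data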;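 also: forskolin and galanin both at EC90 stimulate the cells; cAMP rise reported by CNG channel membrane potential dye signal; 0% = forskolin plus galanin with DMSO and 100% = forskolin alone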
Target sequence (O60755 1-299 limits assumed): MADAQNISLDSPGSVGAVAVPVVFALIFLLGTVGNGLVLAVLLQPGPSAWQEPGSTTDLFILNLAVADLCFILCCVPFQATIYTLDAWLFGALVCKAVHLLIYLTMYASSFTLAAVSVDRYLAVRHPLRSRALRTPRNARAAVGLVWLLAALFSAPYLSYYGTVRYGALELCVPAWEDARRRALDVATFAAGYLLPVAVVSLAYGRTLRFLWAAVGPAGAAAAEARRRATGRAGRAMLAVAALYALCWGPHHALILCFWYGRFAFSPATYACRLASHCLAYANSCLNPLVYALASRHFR
CRFBP-R2 agonist – agonists of human CRF-binding protein/CRF-R2 receptor complex; HEK293 CRF-R2/CRF-BP, calcium dye fluorescence (FLIPR); percent of saturating CRF peptide response; activation, % at 13.2 µM; 350,000 compounds, 0.46% hits;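 active = activation of at least 50%, plus an integration ratio under a set limit after plate pattern correction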;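 also: plate controls were neutral control wells without compound for no effect and CRF at EC100 for full effect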
MEKK2mut PB1 HTS – signal of MEK5 binding to mutant human MEKK2 PB1 domain; 290,000 compounds, 0.35% hits; percent response, % at 10 µM; bead flow cytometry, Alexa488-MEK5 binding to MEKK2 mutant; in the data active = percent response above about 24%, passing the limit was not always enough; also: inactives centre near 1; some results filed as inactive read as strong as hits
* hit, by the source's call; . = no result given. This is a subset; the hit share may differ from the screen's.

Fields – MEKK3 PB1 HTS	SUMO HTRF inh	FID counter	HCV NS3 hel inh	CRFR2-BP antag	MEKK2wt PB1 HTS	GalR3 antagonist	CRFBP-R2 agonist	MEKK2mut PB1 HTS
#1 COc1ccc(-c2ccc(S(=O)(=O)N3CCCC3)cc2)cc1
    100	10	-14	4	-29	100	-8	2.8	-1
#2 Cn1c(=O)oc2cc(S(=O)(=O)NCCc3ccccc3)ccc21
    98	-2	-1	14	0	95	1	-1.2	-3
#3 CCc1noc(N)c1C(=O)Nc1ccc(Cl)cc1
    100	4	-18	2	-1	102	-12	0.6	-1
#4 COc1ccc(CN2CCN(C(=O)CC(C)C)CC2)cc1Br
    104	10	-16	-4	9	112	-11	1.1	7
#5 COc1ccccc1N1CCN(c2ncnc3sc(C(=O)NCC4CCCO4)c(C)c23)CC1 (centres undefined)
    100	0	-67	-3	-7	104	-9	-6.2	1
#6 O=C(Cc1ccc(NC2=NC3CS(=O)(=O)CC3S2)cc1)NCCc1ccccc1 (centres undefined)
    100	2	-3	18	17	97	.	0.4	-1
#7 O=C(Nc1cccc2ccccc12)c1ccc([N+](=O)[O-])s1
    93	9	8	-1	-7	92	-1	-0.5	-3
#8 CC1CC(c2ccccc2)n2nc(NC(=O)CCc3ccccc3)nc2N1 (centres undefined)
    87	9	-21	-5	-4	93	-4	-0.4	-3
#9 CCCc1cc2nnc(SCC(=O)N(C)C3CCCCC3)n2c(N)n1
    98	7	-20	-3	0	99	-9	-0.4	-2
#10 O=c1sc2ccccc2c(N2CCOCC2)c1[N+](=O)[O-]
    105	8	-1	7	12	112	3	-0.4	7
#11 Cc1cccc(NC(=O)NCC(c2ccc(F)cc2)N2CCN(C)CC2)c1 (centres undefined)
    102	-2	18	0	4	103	-7	0.3	1
#12 COc1ccc(CC(=O)Nc2ccc(C(=O)O)cc2NC(=O)Cc2ccc(OC)cc2)cc1
    98	7	-36	10	32	97	-3	1.9	-5
#13 COCC(C)n1c(SCc2cc(C(=O)OC)c(C)o2)nc2ccccc2c1=O (centres undefined)
    85	-25	-29	-4	15	78	-5	2.3	-25
#14 COC(=O)C1=C(C)N(CCCC(=O)O)C(=O)NC1c1ccc(C(F)(F)F)cc1 (centres undefined)
    98	0	-11	2	7	97	-7	-0.2	4
#15 CCN(CC)C(=N)N1c2ccccc2CCC1C (centres undefined)
    108	7	-2	1	9	102	0	2.4	0
#16 O=C(NCc1ccccc1)c1ccc2c(c1)OCCO2
    91	21	2	2	-13	92	0	1.5	-4
#17 O=c1c2ccccc2nnn1CSc1nnc(-c2ccc3c(c2)OCO3)o1
    107	30	-2	4	16	109	3	-2.9	9
#18 N=C1c2ccccc2CN1NC(=O)c1cccc(S(=O)(=O)N2CCCC2)c1
    99	5	-1	-3	10	75	-5	-0.3	8
#19 O=C(Cn1nnc2ccccc21)OCc1ccccc1
    78	11	-6	8	4	79	3	1.9	-21
#20 CCN(CC)CCN=CC1=C(O)CNC1=O
    102	16	-1	5	-3	103	-1	-3.1	3
#21 COCc1cccc(C(=O)NC(c2ccccc2)c2ccccc2)c1
    100	-8	-24	0	-3	100	-8	0.6	-2
#22 Cc1cc(NC(=O)CSc2ccccn2)no1
    104	-4	5	-7	-7	99	-4	1.3	2
#23 Cc1ccc(NS(=O)(=O)c2ccc(C)c(C(=O)N3CCOCC3)c2)cc1
    98	13	-14	4	-3	98	0	4.4	2
#24 COc1ccc(Cl)cc1NC(=O)CN(C)S(=O)(=O)c1cccs1
    102	9	-11	-3	6	95	-4	-0.1	1
#25 O=C(NNC(=O)c1ccc(NC(=O)C2CC2)cc1)c1ccc(F)cc1
    102	14	-9	1	0	105	0	-0.3	1
#26 Cc1ccc(NC(=O)COc2ccc(-n3cnnn3)cc2)cc1C
    102	2	-14	1	-19	103	-2	0.1	-11
#27 Cc1cccc(C)c1NC(=O)c1cccnc1
    102	-1	-2	2	7	102	-10	1.0	3
#28 CCC(CC)C(=O)Nc1nnc(S(=O)(=O)N2c3ccccc3CC2C)s1 (centres undefined)
    101	3	-23	-11	-12	99	-3	-0.3	1
#29 COc1ccc(OC)c(C(=O)Cn2cnc3ccccc3c2=O)c1
    106	-1	-14	-2	-6	107	-8	0.4	0
#30 CN(C)S(=O)(=O)c1ccc(Cl)c(NC(=O)COC(=O)CC(NC(N)=O)c2ccc(Cl)cc2)c1 (centres undefined)
    108	4	-24	-4	-30	113	6	0.5	9
#31 COc1cccc(NC(=S)N(Cc2ccc(C(=O)O)cc2)Cc2ccc(OC)c(OC)c2)c1
    98	14	-22	15	0	97	-4	0.1	-7
#32 Cc1cnc(CNC(=O)CC2C(=O)NCCN2Cc2cccc(F)c2F)cn1 (centres undefined)
    103	17	-17	2	-18	106	2	2.7	12
#33 Cc1noc(C)c1CSCC(=O)Nc1nnc(CC(C)C)s1
    103	2	-23	0	-2	104	-3	0.4	1
#34 O=C(OCc1ccccc1)C1=[N+]([O-])OC(C(=O)OCc2ccccc2)C1c1c[nH]c2ccccc12 (centres undefined)
    107	-14	-9	10	-23	106	-1	2.1	5
#35 CN(Cc1nc(Cc2cccc(F)c2)no1)CC1COCCO1 (centres undefined)
    104	4	-13	1	14	99	1	-0.3	-10
#36 CC(Nc1ccc(F)cc1)=[N+](C)CCNS(=O)(=O)c1ccc(Cl)cc1
    107	4	2	1	-5	111	-4	0.4	9
#37 Cc1oc(CC(C)C)cc1C(=O)Nc1ccc(C(=O)O)cc1
    94	4	-16	8	1	93	-5	0.1	-1
#38 CC(=O)NC1(C(F)(F)F)NC(=O)N(CCc2ccccc2)C1=O (centres undefined)
    97	0	-1	4	-11	95	-11	0.2	-2
#39 CCOC(=O)C1=C(CC)Nc2ccccc2N=C1NC(=O)c1cc(S(=O)(=O)N(C)C)ccc1Cl
    99	12	-5	-9	43	98	-3	1.6	5
#40 O=C(CCC1CC(=O)Nc2ccccc21)NCc1cccnc1 (centres undefined)
    110	-1	-6	13	5	101	2	-0.8	-2
#41 Cc1cc(C(F)(F)F)nc(SCC(=O)Nc2ccccc2)n1
    101	-14	-3	1	8	102	-3	1.2	0
#42 CCOc1ccc(NC(=O)CCNS(=O)(=O)c2cccc3nsnc23)cc1
    98	14	-8	19	-5	100	-7	-1.5	-1
#43 CCOC(=O)Cn1c2ccccc2c2nc(C)sc21
    103	11	-5	-2	-3	96	-7	2.1	1
#44 CC(=O)c1c(C)[nH]c(C(=O)Nc2ccc(C)cc2Br)c1C
    101	5	-20	-3	-14	99	-7	0.6	-3
#45 Cc1cc(S(=O)(=O)N2CCCC2)c(C)s1
    99	8	-2	4	6	101	-2	-0.3	0

Reformatted in transposed form: entries from further up
38: CC(=O)NC1(C(F)(F)F)NC(=O)N(CCc2ccccc2)C1=O (centres undefined)
41: Cc1cc(C(F)(F)F)nc(SCC(=O)Nc2ccccc2)n1
43: CCOC(=O)Cn1c2ccccc2c2nc(C)sc21
32: Cc1cnc(CNC(=O)CC2C(=O)NCCN2Cc2cccc(F)c2F)cn1 (centres undefined)

compound no. | 38 | 41 | 43 | 32
MEKK3 PB1 HTS | 97 | 101 | 103 | 103
SUMO HTRF inh | 0 | -14 | 11 | 17
FID counter | -1 | -3 | -5 | -17
HCV NS3 hel inh | 4 | 1 | -2 | 2
CRFR2-BP antag | -11 | 8 | -3 | -18
MEKK2wt PB1 HTS | 95 | 102 | 96 | 106
GalR3 antagonist | -11 | -3 | -7 | 2
CRFBP-R2 agonist | 0.2 | 1.2 | 2.1 | 2.7
MEKK2mut PB1 HTS | -2 | 0 | 1 | 12

Further entries:
Fields – MEKK3 PB1 HTS	SUMO HTRF inh	FID counter	HCV NS3 hel inh	CRFR2-BP antag	MEKK2wt PB1 HTS	GalR3 antagonist	CRFBP-R2 agonist	MEKK2mut PB1 HTS
#46 COc1ccccc1C1CCN(Cc2cccc([N+](=O)[O-])c2)CC1
    100	-6	14	-14	16	105	4	-0.8	0
#47 O=C(CCCN1C(=O)/C(=C\c2ccco2)SC1=S)Nc1cccc2ccccc12
    99	35	-3	40*	11	86	-2	-2.9	-3
#48 Cc1cc(C(=O)CSc2ncn[nH]2)c(C)n1-c1cccc(S(=O)(=O)N2CCOCC2)c1
    98	6	-27	5	1	99	-4	-2.4	-2
#49 CCc1ccc(NC2=CC(=O)CC(c3ccco3)C2)cc1 (centres undefined)
    92	9	-15	5	0	96	-5	-1.0	-2
#50 CCn1cc(S(=O)(=O)CC(=O)Nc2ccc3c(c2)OCO3)c2ccccc21
    100	-9	.	.	-14	102	.	-10	-2
#51 Cc1cc(C)cc(NC(=O)c2ccc3nc[nH]c3c2)c1
    100	-12	-4	-1	-11	98	2	-1.4	-2
#52 CCOC(=O)[C@H]1O[C@@H]1C(=O)N[C@@H](CC(C)C)C(=O)NCCC(C)C
    75	2	-6	-5	-31	69	.	2.2	-15
#53 O=C(NC1CCCC1)C(c1ccncc1)N(CC1CCCO1)C(=O)Cn1nnc(-c2cccs2)n1 (centres undefined)
    104	-1	-17	-21	-2	102	-2	-4.5	2
#54 CN(C)c1ccc(C2N(c3ccc(Cl)cc3)C(=O)C3CCCN32)cc1 (centres undefined)
    78	-6	0	-7	-1	84	3	-1.5	-7
#55 CN(C)Cc1c(C(=O)N/N=C/c2ccccc2OCc2c(F)cccc2Cl)nnn1-c1nonc1N
    100	-8	-12	-26	16	86	-7	4.0	-12
#56 O=C(Cn1cnc([N+](=O)[O-])c1)Nc1ccccc1C(F)(F)F
    102	5	-3	10	2	101	-8	0.8	3
#57 CCC(CC)NC(=O)Cn1c(C(C)NC(C)=O)nc2ccccc21 (centres undefined)
    103	-27	-2	0	-7	107	-6	-1.7	2
#58 COc1ccc(C(=O)N(CC(=O)NC(C)(C)C)c2ccc3c(c2)OCCO3)cc1OC
    98	20	-18	-4	8	99	-7	-0.1	1
#59 C/C(=C\C(=O)c1ccccc1)Nc1cccc(O)c1
    98	-12	-1	-2	19	96	-10	-1.0	0
#60 Cc1cc2nc(-c3cccnc3SCC(=O)NC(C)C)[nH]c2cc1C
    103	13	-16	8	-4	104	-5	-3.4	3
#61 CC(NC(=O)c1cc2ccccc2oc1=O)c1ccc(O)cc1 (centres undefined)
    108	12	-8	-2	10	111	-9	-0.5	10
#62 Cc1c(CN2CCCCC2C)c(=O)n(-c2ccccc2)n1C (centres undefined)
    100	29	-1	6	7	106	-5	-2.5	3
#63 COCCNC(=O)c1cccc(C)c1[N+](=O)[O-]
    99	5	-4	-7	0	122	-4	2.4	12
#64 COc1ccsc1C(=O)NCCN1CCOCC1
    100	12	-8	2	13	107	1	-0.6	7
#65 COc1ccc(OC)c(NC(=O)C2CC(=O)N(c3ccccc3)C2)c1 (centres undefined)
    101	28	-9	5	4	104	-2	-0.7	7
#66 O=C1NC2(CCCCCC2)N=C1c1ccc(F)cc1
    96	-3	-8	-7	-23	101	2	-1.4	2
#67 COc1ccc(S(=O)(=O)N2CCC(C(N)=O)(N3CCCCC3)CC2)cc1OC
    99	-16	-4	13	-7	94	-7	0.1	-7
#68 Cc1cccc2cc(C(c3nnnn3CC3CCCO3)N3CCc4ccccc4C3)c(=O)[nH]c12 (centres undefined)
    .	20	0	-6	-10	.	.	-1.3	.
#69 NC(=O)CC(NC(=O)Cc1cccc2ccccc12)c1ccc(N2CCc3ccccc3C2)c([N+](=O)[O-])c1 (centres undefined)
    103	-6	.	.	2	101	1	-1.4	5
#70 Cc1[nH]nc2c1C1(CCN(Cc3ccccc3)CC1)C(C#N)=C(N)O2
    102	-1	-2	-2	-8	101	-4	8.9	2
#71 CCc1ccc(C(=O)NC(=S)NCc2cccnc2)cc1
    106	9	-19	-5	1	104	-2	-0.9	4
#72 CN(C)C(=O)NC(O)C(Cl)Cl (centres undefined)
    102	9	4	7	.	102	.	.	2
